Bioassay records as filed in PubChem.
Cneo AK release – Cryptococcus neoformans cell lysis inducers, primary screen, AK release luminescence, single concentration; C. neoformans lysis, adenylate kinase release luminescence, 4 h; normalised: neutral wells 0, clomiphene wells 100; lysis activity, % at 15 µM; hit rate 0.2% among 360,000; AID 651654, 2012;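 active = mean lysis activity across replicates of at least 80%, whatever share of replicates individually reach that level; inactive = mean lysis activity below 80%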
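read-out = cell lysis signal | test system = log-phase Cryptococcus neoformans yeast cells | input = cells at 5 × 10^6 per mL | medium = fresh YPD growth medium | signal = luminescent adenylate kinase detection reagent | timing = 4 h at 37 °C static, read 1 h later | dosing = single dose | controls = Clomiphene as positive lysis control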
miR122 inh – miR-122 Renilla sensor signal increase in Huh7, primary screen, miR-122 inhibitor project, cell-based, single point, plate reader | Huh7 miR-122 Renilla luciferase sensor, 48 h; neutral wells = 0, positive control = 100 | activation (reporter increase), % at 12.5 µM | hit rate 0.3% among 340,000;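 active = mean replicate activation score at least 90 and every replicate individually at or above 90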;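 note: higher luciferase means less miR-122 activity so hits act as miR-122 inhibitors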
PGC1a acetyl inh – inhibitors of PGC1a acetylation signal, primary screen, cell-based, U2OS, AlphaScreen, inhibitor mode | inhibition, % at 15.6 µM | hit rate 0.17% among 350,000 | AID 651687, 2012 | AlphaScreen anti-acetyl-lysine; with virally co-expressed GCN5 acetyltransferase;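 active = every replicate shows inhibition of at least 40%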;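 note: 0% = neutral control wells and 100% = positive control wells; some results beyond the cut were filed as inactive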
FN deposition inh – inhibitors of fibronectin matrix deposition, primary screen, AH1F cells, Alexa488-fibronectin fluorescence, plate reader; AH1F fibroblasts, overnight; inhibition, % at 12.6 µM; hit rate 0.086% among 350,000; AID 743247, 2014;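 active = mean inhibition across replicates of 30% or more, regardless of how many single replicates reach that level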;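 note: positive control wells lacked labelled fibronectin entirely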
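Measured by – fluorescence 485/525 nm · System – AH1F fibroblast monolayer, labelled fibronectin deposition · Amount – 10000 cells per well · Buffer or medium – serum-reduced DMEM (2% serum) · Doses – single dose, pinned · Also added – fluorescent fibronectin at 24 nM final · Schedule – 1 h cell attachment, overnight exposure to compound and label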
LGR2 inh – inhibitors of bursicon-induced LGR2 CRE-luciferase signal, primary screen, cell-based, HEK293, CRE-luciferase reporter, bursicon stimulation. Drosophila bursicon receptor LGR2 (rickets). bursicon-stimulated, 4 h. inhibition, % at 9.99 µM. hit rate 0.35% among 380,000. AID 720647, 2013;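 active = drop in luminescence signal, shown as inhibition above about 50% in the replicate tests, limit read from the data, passing the limit was not always enough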;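 note: agonist challenge used bursicon conditioned medium at about half maximal strength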
Casp6 inh – human caspase-6 inhibitors, primary screen, biochemical, VEID-R110 fluorescence, single point, set 2; P55212; purified caspase-6, Z-VEID-R110 cleavage fluorescence; inhibition, % at 12.5 µM; hit rate 0.53% among 350,000;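 active = mean inhibition across replicates at least about 35%, with every replicate also reaching that limit, limit read from the data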;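 note: 0% = median of neutral control wells and 100% = no fluorescence left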
Target sequence (P55212 24-179 limits assumed): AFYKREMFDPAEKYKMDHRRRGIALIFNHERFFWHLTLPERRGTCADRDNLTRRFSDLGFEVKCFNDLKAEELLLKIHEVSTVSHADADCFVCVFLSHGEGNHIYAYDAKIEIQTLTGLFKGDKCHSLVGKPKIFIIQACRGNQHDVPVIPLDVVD
Target sequence (P55212 194-293 limits assumed): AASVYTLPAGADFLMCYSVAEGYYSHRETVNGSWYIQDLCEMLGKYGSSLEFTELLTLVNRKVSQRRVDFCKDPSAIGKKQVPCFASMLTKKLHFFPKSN
EWS-Fli inh – EWS/Fli-driven NR0B1 reporter inhibitors, primary screen, A673 cells, NR0B1 luciferase, luminescence, MLPCN library | inhibition, % at 12.6 µM | hit rate 0.67% among 350,000 | viability-normalised;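 active = mean inhibition of at least 50% after viability correction, with every replicate also passing that limit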;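 note: firefly luciferase signal divided by Alamar Blue viability fluorescence both relative to DMSO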
PAX8 inh HTS – inhibitors of PAX8-driven TPO luciferase reporter, primary screen, RMG-I cells, single concentration; SteadyGlo, 24 h; inhibition, % at 12.6 µM; hit rate 1.2% among 360,000; AID 652154, 2013;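 active = mean replicate inhibition at least 60% with every replicate also reaching 60%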;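 note: luciferase light reporting Pax8 driven TPO promoter activity; plate controls were median of neutral control wells for no effect and mitoxantrone controls for full effect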
Starred values were filed as active, the others as inactive; nt = no result given; & = joins results of further samples; [ ] = remark or other dose. Only part of the results is shown (hit frequency here may not be typical).

SMILES	Cneo AK release	miR122 inh	PGC1a acetyl inh	FN deposition inh	LGR2 inh	Casp6 inh	EWS-Fli inh	PAX8 inh HTS
CN(C)[C@@H]1C(=O)C(C(N)=O)=C(O)[C@@]2(O)C(=O)C3=C(O)c4c(O)ccc(Cl)c4[C@@](C)(O)[C@H]3C[C@@H]12	0	1	-5	nt	-10	33	-6	nt
Cc1cc(-c2ccccc2)cc(C)[n+]1Cc1ccccc1	1	-17	1	-6	12	nt	15	32
COc1ccc(OC)c(N2Cc3ccccc3C2=N)c1	nt	0	-8	-5	11	-1	2	12
CC1CCCN(C(=O)CN2C3CCC2CC(O)(c2ccc(F)cc2)C3)C1 (configuration not stated)	nt	-1	-7	-8	17	1	3	2
O=C1NC(=O)C(CCc2ccncc2)(Cc2ccc3c(c2)OCO3)C(=O)N1CCc1ccccc1 (configuration not stated)	1	11	nt	-10	nt	nt	nt	22
Oc1ccc(C2NCc3ccccc3-n3cccc32)cc1Cl (configuration not stated)	-1	-1&14	-6&-4	3	14	0	11	4
COC(=O)C1=C(c2cccc(OCc3ccccc3)c2)C[C@@H]2CC[C@H]1N2C(=O)NCc1ccccc1C(F)(F)F	3	-8	-6	-5	4	-3	17	58
CCCCC(=O)N/N=C/c1c(O)n(CC)c(=S)[nH]c1=O	nt	nt	nt	nt	1	0	1	-1
COC(=O)C1=C(c2cccc(C#N)c2)C[C@@H]2CC[C@H]1N2C(=O)NCCOc1ccccc1Cl	0	51	-5	-11	6	0	-2	10
Cc1ccc(NC(=O)c2cn(CCC#N)nc2-c2ccc3c(c2)OCCO3)c([N+](=O)[O-])c1	nt	nt	nt	-6	-3	-1	0	8
C[C@H](CO)N1C[C@H](C)[C@@H](CN(C)C(=O)Oc2ccc3ccccc3c2)OCc2cnnn2CCCC1=O	-1&0	2	11&8	7&-2	-13&-13	-1&2	-4&-3&-25	4&17&8
Cc1c(C=C2C(=O)N(C)C(=S)N(C)C2=O)c2ccccc2n1CC(=O)NCC1CCCO1 (configuration not stated)	1	nt	nt	nt	5	3	nt	31
CCOC(=O)CNC(=O)N1Cc2cc(-c3ccc(OC)cc3)ccc2-n2nncc2C1	1	4	-21	1	-3	5	2	9
Cc1ccc(NP(=O)(Nc2ccc(C)cc2)Oc2ccccc2)cc1	0	19	nt	nt	-13	2	-1	12
CN(Cc1ccccc1)Cc1ccccc1OC(=O)N(C)C	1	-11	0	9	nt	nt	nt	1
CN(C)CC1CSCCC1(O)c1ccccc1 (configuration not stated)	-7	9	5	0	nt	nt	nt	11
Cc1cc(C)c(NC2=NCCS2)cc1C	1	0	0	0	-14	nt	2	6
COc1ccc(N=Cc2c(O)n(Cc3cccs3)c(=O)[nH]c2=O)cc1	nt	nt	nt	nt	-13	4	-1	-11
COc1ccccc1N1C(=O)NC(=O)C2(Cc3cc(C)ccc3N(C)C2)C1=O (configuration not stated)	1	1	-7	-6	nt	nt	nt	nt
COc1cc2c(cc1OC)[C@H]1C(=O)c3ccc4c(c3O[C@H]1CO2)C[C@@H](C(C)(C)O)O4	0	nt	nt	-3	5	8	5	21
CC(C)C/C(=N/O)c1cn(C)c2ccccc12	nt	nt	-11	15	-5	2	-1	9
CC(Oc1ccc(-c2ccccc2)cc1)C(=O)O (configuration not stated)	5	-6	10	-1	nt	nt	nt	-3
COc1cc2c(cc1OC)C(C1c3cc4c(cc3CCN1C)OCO4)OC2=O (configuration not stated)	1	nt	nt	-8	-1	-2	-3	-9
CCOc1ccc(NC(=O)N2C[C@H]3C[C@@H](C2)c2cccc(=O)n2C3)cc1	-2	0	1	nt	-13	-3	-8	nt
CCOC(=O)[C@]12Cc3cc(OC)ccc3[C@H]1N(C1CCCCC1)C(=O)c1cc(OC)ccc12	nt	nt	nt	nt	51*	5	19	44

Pulled by structure from the entries so far:
SMILES	Cneo AK release	miR122 inh	PGC1a acetyl inh	FN deposition inh	LGR2 inh	Casp6 inh	EWS-Fli inh	PAX8 inh HTS
CN(C)CC1CSCCC1(O)c1ccccc1 (configuration not stated)	-7	9	5	0	nt	nt	nt	11
CCOC(=O)CNC(=O)N1Cc2cc(-c3ccc(OC)cc3)ccc2-n2nncc2C1	1	4	-21	1	-3	5	2	9
COc1ccccc1N1C(=O)NC(=O)C2(Cc3cc(C)ccc3N(C)C2)C1=O (configuration not stated)	1	1	-7	-6	nt	nt	nt	nt
Cc1ccc(NC(=O)c2cn(CCC#N)nc2-c2ccc3c(c2)OCCO3)c([N+](=O)[O-])c1	nt	nt	nt	-6	-3	-1	0	8

(further entries)
SMILES	Cneo AK release	miR122 inh	PGC1a acetyl inh	FN deposition inh	LGR2 inh	Casp6 inh	EWS-Fli inh	PAX8 inh HTS
COC(=O)[C@H]1[C@H](CO)[C@H]2Cn3c(ccc(-c4ccc(F)cc4)c3=O)[C@@H]1N2C(=O)c1ccccc1F	-5	-4[16.7 µM]	-6	3	-12	0	1	-5
CCOc1ccc(N=Cc2c(O)n(Cc3ccccc3)c(=S)[nH]c2=O)cc1	nt	nt	nt	4	-2	-2	9	15
Cc1cccc(-c2nc3ccc(C(=O)N4CCC5(CC4)OCCO5)cc3nc2-c2cccc(C)c2)c1	-4	54	-19	8	-8	13	nt	-6
CCc1cccc2c(C#N)cn(CC(=O)N3CCOCC3)c12	0	-2	-4	-3	nt	nt	nt	-6
c1ccc2c(CCNCc3ccc4c(c3)OCO4)c[nH]c2c1	3	1	-4	7	nt	nt	nt	1
O=C(c1ccc(C(F)(F)F)cc1)C1CCCN(Cc2ccncc2)C1 (configuration not stated)	nt	nt	12	-7	-3	0	20	18
COC(=O)[C@@H]1[C@@H](CO)[C@@H]2Cn3c(ccc(-c4cccc(F)c4)c3=O)[C@H]1N2Cc1ccccc1	-2	-3[16.7 µM]	nt	nt	2	1	6	7
Cc1cccc(N2CCC3(CC2)C(=O)NC(=O)NC3=O)c1	nt	nt	nt	0	-22	6	-13	-9
N#Cc1ccc(-c2ccc([C@H]3[C@H](CO)N4CCCCN(C(=O)Cc5ccccc5)C[C@@H]34)cc2)cc1	2	14[16.7 µM]	0	nt	6	-4	0	5
CSc1ccc(C(=O)C2CCCN(CCCn3cccn3)C2)cc1 (configuration not stated)	nt	nt	nt	-4	13	1	16	15
CC(C)N1CCN(c2ccc(O)cc2)CC1	1	1	6	4	0	-64	-6	3
CN(CCCCC(=O)/C=N/O)Cc1ccccc1 (tested in a mixture with another compound)	-6	-10	1	-10	nt	nt	nt	18
CN1CCN(c2ccc([N+](=O)[O-])c(Sc3ccccn3)c2)CC1	nt	nt	11	1	-1	1	-5	14
Cn1c(O)c(C=NCCCN2CCCC2=O)c(=O)n(C)c1=O	5	0	6	1	nt	nt	nt	nt
CCOC(=O)c1cc2ccccc2n1C1CCN(Cc2ccccc2)CC1	nt	nt	nt	nt	15	0	-2	-19
Cc1cc(/C=C2\C(=O)NC(=O)N(C)C2=O)c(C)n1-c1ccc2c(c1)OCO2	0	1	1	-3	nt	nt	nt	7
O=C(Cn1cnc2sc3c(c2c1=O)CCCC3)NCCCC(=O)N1CCC2(CC1)OCCO2	-1	-2	-2	2	nt	nt	nt	nt
CSc1ncc(CN2CCCC(C(=O)c3cccc(Cl)c3)C2)cn1 (configuration not stated)	0	-6	nt	-33	-1	-1	12	6
Cn1c(C(=O)N2CCC(C(=O)N3CCC4(CC3)OCCO4)CC2)cc2sccc21	-1	-1	1	nt	-12	nt	nt	nt
COc1ccc(NC2(C#N)CCCCC2)cc1	-1	-9	nt	1	1	-3	1	6
O=C1c2ccccc2-c2cccc3cccc1c23	1	0	7	1	-49	18	-88	-113
Cc1nn(CC(C)C)c(Cl)c1C(=O)NC1CCC(C)CC1 (configuration not stated)	nt	nt	nt	8	11	0	-74	-86
Cc1ccccc1-n1c(/C=C/c2ccccn2)nc2ccccc2c1=O	3	2	22	7	-20	2	-28	47
CCCCn1c(O)c(C(C)=Nc2cccc(C(=O)O)c2)c(=O)[nH]c1=O	0	-1	-2	13	6	15	nt	5
COc1cccc(C(c2nnnn2Cc2ccccc2)N2CCC3(CC2)C(=O)NCN3c2ccccc2)c1OC (configuration not stated)	-14	53	-4	-7	11	-2	0	37

(listing goes on)
SMILES	Cneo AK release	miR122 inh	PGC1a acetyl inh	FN deposition inh	LGR2 inh	Casp6 inh	EWS-Fli inh	PAX8 inh HTS
CCC1(CC)C(=O)N(Cc2ccccc2)C(=O)N(Cc2ccccc2)C1=O	-1	-6	-27	nt	-8	3	nt	nt
O=C(OCc1ccccc1)N1CCC2CC1c1cc(N3Cc4ccccc4-n4nncc4C3)ccc12 (configuration not stated)	-8	10	-22	0	-103	-1	-49	-113
CCOC(=O)[C@]12Cc3ccccc3[C@H]1N(Cc1ccccc1)C(=O)c1cc(OC)ccc12	nt	nt	nt	5	4	0	16	15
O=P(N1CCCCCC1)(N1CCCCCC1)N1CC1	0	1	nt	-7	nt	-32	-9	5
Cc1[nH]c2ccccc2c1C1=CCNCC1	2	2	5	nt	4	-27	-2	nt
O=C(COC(=O)c1ccccc1)Nc1ccc(Cl)cc1C(=O)c1ccccc1	8	0	0	3	-38	nt	nt	5
O=C1NC(=O)N(c2ccc(F)cc2)C(=O)/C1=C/c1ccc(N2CCOCC2)cc1	2	-3	nt	7	-7	-1	6	1
CC(=NCc1ccco1)c1c(O)n(-c2ccccc2C)c(=O)[nH]c1=O	nt	nt	nt	-4	-3	-4	3	-1
COc1cc(OC)c2c(c1)OCC1CON(C)C21 (configuration not stated)	nt	nt	-2	-6	-1	1	-5	2
COc1ccc(NC2=NCC(C)S2)cc1 (configuration not stated)	-2	nt	nt	-1	11	-3	-2	7
CCCCc1ccc(C(=O)O)nc1	0	-1	-5	-2	9	-3	4	-12
CN1C(=O)N(C)C(=O)C2(Cc3c(nc4ccccn4c3=O)N3CCc4ccccc4C32)C1=O (configuration not stated)	0	0	5	-3	nt	nt	nt	40
COc1cc2c(cc1OC)-c1c(OC)c(OC)cc3c1[C@H](C2)N(C)CC3	-3	-6	9	0	-3	58*	3	7
Cc1ccsc1C(=O)C1CCCN(Cc2cccc(-n3cccn3)c2)C1 (configuration not stated)	6	-1	-6	6	12	0	1	0
O=C1CNC[C@H]2[C@H](c3ccc(Br)cc3)[C@H](CO)N12	nt	nt	5	-22	13	1	-9	-66
O=C(Cc1ccccc1)N1CCN(Cc2ccc(Cl)cc2)CC1	6	nt	nt	-1	17	0	12	24
O=C(O)c1nn(Cc2ccc(Cl)cc2Cl)c2ccccc12	-1	-7	-1	-8	63*	1	-2	-12
CC[C@H]1CN(C)CCc2c([nH]c3ccccc23)C(=O)C[C@@H]1/C(=C\OC)C(=O)OC	1	-8	-1	nt	4	-3	7	nt
COc1ccccc1N1CCN(Cc2ccc3c(c2)OCO3)CC1	nt	nt	nt	-9	nt	3	6	-7
CCC(C)C12CN3CCN(CC(C)(C3)C1=O)C2 (configuration not stated)	-1	0	-6	nt	24	nt	nt	nt
O=c1c2ccccc2nc(/C=C/c2ccccc2F)n1-c1ccccc1O	-3	nt	nt	-5	-7	3	-14	-2
O=C(NCCN1CCC2(CC1)C(=O)NCN2c1ccccc1)c1cccc2c1-c1ccccc1C2=O	nt	nt	nt	13	2	-24	-9	-2
